HePTP inh: blocks human HePTP tyrosine phosphatase | AID 521 | P35236 | recombinant HePTP phosphatase activity, OD absorbance | 0.64% of 110,000 active | inhibition, % at 20 µM; in the data active means inhibition above about 50%;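 further: plate controls were vehicle for no effect and reference inhibitor for full effect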
Target sequence (P35236 whole entry, looked up): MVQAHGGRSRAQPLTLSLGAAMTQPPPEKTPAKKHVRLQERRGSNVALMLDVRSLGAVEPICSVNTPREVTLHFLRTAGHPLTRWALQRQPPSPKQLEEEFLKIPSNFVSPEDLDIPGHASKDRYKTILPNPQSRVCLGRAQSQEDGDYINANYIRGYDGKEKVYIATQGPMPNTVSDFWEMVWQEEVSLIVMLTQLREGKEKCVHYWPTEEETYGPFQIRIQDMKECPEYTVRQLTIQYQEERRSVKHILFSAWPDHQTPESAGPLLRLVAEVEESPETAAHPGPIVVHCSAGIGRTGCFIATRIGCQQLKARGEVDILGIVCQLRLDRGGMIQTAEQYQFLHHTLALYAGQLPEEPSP
BAP1 inh: blocks human BAP1 ubiquitin-AMC hydrolysis; Q92560; recombinant BAP1, Ub-AMC hydrolysis fluorescence kinetic; active compounds read low; activity remaining (% of control), % at 20 µM; 0.48% of 72,000 active; AID 436;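 active means activity remaining at or below 50% of control, provided the compound also passes the data quality filters; inactive means the rest, including low values that fail the filters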;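 further: 100% = DMSO wells rate and 0% = substrate alone blank rate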
Target sequence (Q92560 whole entry, looked up): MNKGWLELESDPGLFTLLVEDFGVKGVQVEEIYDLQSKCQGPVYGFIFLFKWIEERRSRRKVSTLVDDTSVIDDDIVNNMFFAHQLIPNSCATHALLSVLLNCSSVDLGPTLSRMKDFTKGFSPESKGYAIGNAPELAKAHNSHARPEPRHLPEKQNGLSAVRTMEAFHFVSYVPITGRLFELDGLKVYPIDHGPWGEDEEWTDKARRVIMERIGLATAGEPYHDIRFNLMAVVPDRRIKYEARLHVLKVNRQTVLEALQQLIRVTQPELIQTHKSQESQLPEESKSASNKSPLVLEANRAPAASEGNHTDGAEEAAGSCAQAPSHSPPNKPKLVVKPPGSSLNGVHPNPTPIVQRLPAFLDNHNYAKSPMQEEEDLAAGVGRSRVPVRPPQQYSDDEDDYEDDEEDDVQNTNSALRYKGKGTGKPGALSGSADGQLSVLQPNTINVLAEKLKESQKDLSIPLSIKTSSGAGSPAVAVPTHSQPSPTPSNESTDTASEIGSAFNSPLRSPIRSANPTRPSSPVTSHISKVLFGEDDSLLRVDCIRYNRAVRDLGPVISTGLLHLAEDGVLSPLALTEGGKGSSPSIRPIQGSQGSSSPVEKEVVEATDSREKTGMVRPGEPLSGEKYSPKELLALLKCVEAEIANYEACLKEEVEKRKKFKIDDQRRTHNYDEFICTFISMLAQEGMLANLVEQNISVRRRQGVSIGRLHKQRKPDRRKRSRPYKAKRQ
Active calls of the source: *; . = no result given; & = joins results of further samples.

structure | HePTP inh | BAP1 inh
CSc1ccc(/C=C/C(=O)c2ccc(NC(=O)c3ccccc3F)cc2)cc1 | -5 | .
Cc1ccc([N+](=O)[O-])cc1NC(=O)CN1C(=O)c2ccccc2C1=O | 7 | 64
O=C(CSc1nnnn1-c1ccccc1)Nc1nsc(-c2ccc(Cl)cc2)n1 | 24 | 99
C=CCc1ccccc1OCCn1cc(/C=C2/SC(=S)NC2=O)c2ccccc21 | -2 | .
COc1ccc(OC)c(NC(=O)CCN2CCCC(C)C2)c1 (configuration not stated) | 6 | 143
CC1(C)CC(NCC(=O)N2c3ccccc3Sc3ccc(Cl)cc32)CC(C)(C)N1 | . | 73
Cc1occc1-c1nnc(SCC(=O)c2ccc(Cl)cc2)n1C | 15 | 96
N#Cc1nc(COc2cccc(Cl)c2)oc1NCc1ccncc1 | 8 | 114
COc1cc(Cl)cc(/C=C2\C(=O)NC(=O)N(c3ccc(Br)c(C)c3)C2=O)c1O | 2 | .
COc1cccc(OC)c1OCC(O)CN1CCN(c2ccccc2)CC1 (configuration not stated) | 6 | 92
COc1ccc(N(CC(O)CN2C(=O)NC(C)(C)C2=O)S(=O)(=O)c2ccc(C)cc2)cc1 (configuration not stated) | 0 | .
COc1cc(CSc2ncn[nH]2)c(OC)cc1CSc1ncn[nH]1 | 1&10 | 106
COc1ccccc1-c1nc(C(N)=O)c2[nH]c(=O)n(-c3cccc(C)c3)c2n1 | 7 | .
COCCOc1ccc(C(F)(F)F)cc1NC(=O)COC(=O)c1c(C)noc1C | -10 | 97
COc1ccccc1NC(=O)C1=C(C)Nc2nc(-c3cccs3)nn2C1c1cccnc1 (configuration not stated) | 3 | 93
COCCn1c(SCC(=O)Nc2sc(C)c(C)c2C#N)nnc1-c1ccc(OC)cc1 | -5 | 90
CCN(CC)C(=O)CSc1nsc(SCC(=O)N(CC)CC)n1 | -4 | .
COCCOC(=O)c1[nH]c2c(c1C)C(=O)CC(c1ccc(F)cc1)C2 (configuration not stated) | 0 | 95
O=C1CC(NCc2ccc3c(c2)OCO3)C(=O)N1c1cccc(Br)c1 (configuration not stated) | -1 | .
CNC(=O)Nc1ccccc1NC(=O)NC | 10 | 106
COc1ccc(N2C(=O)c3ccccc3NC2c2c(F)c(F)c(F)c(F)c2F)cc1 (configuration not stated) | -2 | .
Cc1cc(/C=N/NC(=O)CC#N)c(C)n1-c1ccc(Cl)cc1Cl | 1 | .
CC(=O)Nc1ccc(S(=O)(=O)N2CCN(CCC#N)CC2)cc1 | 11 | 100
CCOc1c(Br)cc(C2C3=C(CC(C)(C)CC3=O)OC3=C2C(=O)CC(C)(C)C3)cc1OC | -9 | .
COC(=O)c1ccccc1NC(=O)c1cc(OC(C)=O)cc(C(=O)Nc2ccccc2C(=O)OC)c1 | -4 | .
CC(C)c1cc(Nc2cccc(O)c2)cc(C(C)C)c1O | 5&0 | 34*
Clc1ccc(C2=Nn3c(nnc3-c3n[nH]c4c3CCC4)SC2)cc1Cl | 5 | 51
O=C(NCC(=O)N(c1ccccc1F)C(C(=O)NCC1CCCO1)c1ccccc1)c1ccco1 (configuration not stated) | -4 | 108
CC1CN(c2nc3c(c(=O)[nH]c(=O)n3C)n2Cc2ccccc2F)CC(C)O1 (configuration not stated) | 8 | .
COc1cc(CNc2ccc(Br)cc2C)cc(OC)c1OC | 8 | .
CC(=O)c1cc(OC(=O)N2CCOCC2)ccc1OC(=O)N1CCOCC1 | 9 | 101
COc1ccc(C(=O)c2c[nH]c3ccccc23)cc1 | 8 | .
Cc1ccc(-c2nc(C#N)c(NCc3cccc4c3OCO4)o2)cc1 | 0 | 136
COCCCNC(=O)CSc1ccc(Cl)cc1 | 12 | 94
O=[N+]([O-])c1cccc(-c2noc(-c3ccccc3Cl)n2)c1 | -4 | .
COc1cc2c(cc1OC)C(c1ccc(Br)cc1)OC1=C2C(=O)c2ccccc21 (configuration not stated) | -1 | .
CCOc1ccc(-c2nnn(CCC(=O)O)n2)cc1OC | 7 | 110
CCOC(=O)c1cc(CC)sc1NC(=O)C1CC1 | 6 | 164&56
C=CCc1cccc2cc(C(=O)N(CC)CC)c(=O)oc12 | 7 | 89
Cc1noc(C)c1CSc1nnc2scc(-c3ccc(Cl)cc3)n12 | 0 | 143
COc1ccccc1/C=N/Nc1nc(N2CCOCC2)nc(N2CCOCC2)n1 | -8 | .
O=C(OCC1CCS(=O)(=O)C1)c1ccccc1 (configuration not stated) | -8 | .
COC(=O)c1sc2cnccc2c1N | 7 | .
COc1ccc(S(=O)(=O)N(CC(=O)N2CCN(c3ccccc3)CC2)c2ccc(C)cc2)cc1OC | 8 | .
O=C1c2ccccc2C(=O)N1CCSc1ncn[nH]1 | 6 | .
COc1c(Br)cc(Br)cc1/C=N/NC(=O)COc1ccccc1[N+](=O)[O-] | 12 | .
Cc1ccc(-c2nnc(-c3cccc(F)c3)o2)cc1 | 4 | 75
COC(=O)c1ccccc1NC(=O)c1cc(-c2ccc(OC)c(OC)c2)on1 | 10 | 97
Cc1c(C(=O)NCc2cccnc2)oc2ccc(S(=O)(=O)N3CCCC(C)C3)cc12 (configuration not stated) | 11 | .
CC(NC(=O)Cn1cnc2c1c(=O)n(C)c(=O)n2C)c1ccccc1 (configuration not stated) | 2 | 94
CCCC(c1nnnn1CS(=O)(=O)c1ccc(C)cc1)N1CCN(c2ccccc2)CC1 (configuration not stated) | 3 | 103
Cc1ccccc1OCC(=O)Nc1ccc(Cl)cc1 | -2 | 81
CCS(=O)(=O)NCC(c1cccnc1)N1CCN(c2ccccc2OC)CC1 (configuration not stated) | 0 | 106
CCOC(=O)CP(=O)(c1ccc(C)cc1)c1ccc(C)cc1 | 8 | .
Cn1c(=O)c2c(nc(Oc3cccc(/C=N/NC(N)=S)c3)n2C)n(C)c1=O | -7 | .
COc1ccc(CN2CCCCCC2)c(C)c1C | -6 | 105
COc1ccc(S(=O)(=O)C(C#N)c2nc3ccccc3nc2N2CCC(C)CC2)cc1 (configuration not stated) | 8 | .
CN(C)c1ccc(NC(=O)c2cccnc2)cc1 | 3 | .
Clc1ccccc1CN1CCN(Cc2ccccn2)CC1 | -5 | .
Cc1ccc(NC(=O)C2CCCN(S(=O)(=O)c3c(C)noc3/C=C/N(C)C)C2)cc1F (configuration not stated) | -4 | 58

Going on with the list:
structure | HePTP inh | BAP1 inh
COc1ccccc1C1CC(c2ccc(C)cc2)Nc2ncnn21 (configuration not stated) | 5 | 98
COc1ccc(/C=C/C(=O)c2ccc([N+](=O)[O-])cc2)s1 | 5 | .
CCOc1ccc(NC(=O)CN(c2ccc(OC)c(Cl)c2)S(=O)(=O)c2ccccc2)cc1 | -10 | .
O=C(NC(=O)c1ccc(Cl)c(Cl)c1)OC1CCS(=O)(=O)C1 (configuration not stated) | 9 | 110
COc1ccc(C(O)Cc2nc3ccccc3n2Cc2ccc(Cl)cc2)cc1 (configuration not stated) | 0 | .
Cc1ccccc1C(=O)Nc1sc2c(c1C(=O)N1CCN(Cc3ccccc3)CC1)CCC(C)C2 (configuration not stated) | 8 | .
COc1ccc(OC)c(/C=C2/SC(=S)N(c3ccccc3OC)C2=O)c1 | 5 | .
COc1cccc(C(=O)OC2CCCN(C)C2)c1 (configuration not stated) | -15 | 115
OC(COCC1COc2ccccc2O1)CN1CCc2ccccc2C1 (configuration not stated) | -5 | .
COc1ccc(CCNC(=O)c2cccc([N+](=O)[O-])c2C)cc1OC | -10 | .
CCOC(=O)Nc1ccc2c(c1)ncn2C1CCCCC1 | -7 | 88
COC(=O)c1cccc(NC(=O)CN2CCOCC2)c1 | 3 | 100
Cc1ccc(-c2nnc(COc3cccc(-n4cnnn4)c3)o2)cc1 | 1 | 97
O=S(=O)(Nc1ccc(Cl)cn1)c1ccc2ccccc2c1 | 1 | .
CCOC(=O)C1=C(C)N=C2SC(CC)C(=O)N2C1c1cccc(F)c1 (configuration not stated) | 10 | 104
CCc1c(C)nc2ncnn2c1Nc1ccc(C#N)c(Cl)c1 | 4 | 90
CCOC(=O)c1c(NC(=O)c2cccc(Cl)c2)sc(C(=O)Nc2cccc(C(F)(F)F)c2)c1C | 7 | .
Cc1ccc(NC(=O)c2ccccc2N(Cc2ccccc2)S(C)(=O)=O)cc1Cl | 6 | .
O=C(CS(=O)(=O)c1cn(Cc2ccc(F)cc2)c2ccccc12)N1CCCCC1 | 9 | 99
Cn1c(Cc2csc(N)n2)nnc1SCC(=O)NC1CCCCC1 | 1 | 101
O=C(c1ccc(S(=O)(=O)N2CCOCC2)cc1)N1CCN(c2ccccc2F)CC1 | -5 | 152
Cc1noc(C)c1C(=O)Nc1nnc(-c2ccccc2)s1 | -2 | 94
CCCOC(=O)c1ccc(NC(=O)/C=C/c2ccc3c(c2)OCO3)cc1 | 5 | .
CCOC(=O)c1c(CN2CCOCC2)n(C)c2cc(Br)c(O)c(CN(C)C)c12 | . | 104
CC(C)(C)c1ccccc1OCC(=O)Nc1nccs1 | 11 | .
CCOC(=O)C1=C(C)N=c2s/c(=C\c3ccc(-c4cc([N+](=O)[O-])ccc4C)o3)c(=O)n2C1c1ccc2c(c1)OCO2 (configuration not stated) | -6 | .
COc1cccc(N(CC(=O)NCCSc2ccccc2)S(C)(=O)=O)c1 | 4 | 101
O=C(CCc1ccccc1)NNC(=O)c1ccc(F)cc1 | 30 | .
COc1cc(-c2nc3sc4c(c3c(=O)[nH]2)CCCC4)ccc1OCc1cccc(F)c1 | 9 | .
O=C(Nc1ccon1)c1cnc2sccn2c1=O | 9 | .
N#C/C(=C\c1ccc2c(c1)OCO2)C(=O)Nc1ccc(F)cc1 | 3 | .
COc1ccc(C(=O)NC(=S)NCc2ccco2)cc1 | 7 | .
Cc1noc(C)c1S(=O)(=O)N1CCC(Cc2ccccc2)CC1 | 1 | 97
COc1ccc2c(C)c(C(=O)NCC(C)O)oc2c1OC (configuration not stated) | -6 | .
O=C(Cn1c(C(=O)N2CCN(C3CCCCC3)CC2)cc2sccc21)c1ccccc1 | -2 | 97
CCCC(C(=O)NCC1CCCO1)N(Cc1ccco1)C(=O)CNS(=O)(=O)c1ccc(F)cc1 (configuration not stated) | 6 | 97
Cc1cccc(N2C(=O)/C(=C/c3cc(C)n(C)c3C)C(=O)NC2=S)c1 | 7 | .
COc1ccc(C2C(=O)N(CCc3ccccc3)CC(=O)N2C2CCCC2)cc1 (configuration not stated) | 1 | 93
CCOC(=O)C1CCN(Cc2coc3ccc(Cl)cc3c2=O)CC1 | 2 | 117
CCc1c(C)nc(N)n2c(SCC(=O)N3CCCc4ccccc43)nnc12 | 12 | 96
Cc1ccc(NC(=O)COC(=O)c2ccc3c(c2)NC(=O)C2CCCN32)cc1 (configuration not stated) | -4 | .
COc1ccc(N2CCN(C(=O)CSc3ncnc4c3cnn4-c3ccc(OC)cc3)CC2)cc1 | 4 | 55
CC(C)CNC(=O)c1nn2c(C(F)(F)F)cc(-c3cccs3)nc2c1Br | . | 68
CCOc1ccc(C2=Cc3cc(OC)c(OC)cc3S(=O)(=O)O2)cc1 | 6 | .
CC(C)C(c1nnnn1Cc1ccccc1)N1CCN(Cc2ccc3c(c2)OCO3)CC1 (configuration not stated) | 12 | 115
CCOC(=O)COc1ccc(-c2nc3sc4c(c3c(=O)[nH]2)CCCC4)cc1OC | 11 | .
O=C(Nc1ccc2nn(-c3ccccc3)nc2c1)c1cc(I)ccc1Cl | 8 | .
O=C(CCN1CCOCC1)c1ccc(Cl)cc1 | 9 | 98
Cn1c2c(c(=O)n(C)c1=O)C1c3ccccc3OCC1C(C)(C)O2 (configuration not stated) | 0 | 94
C/C(=N\NC(=O)COc1ccc(Cl)cc1)c1ccc(Cl)s1 | -2 | .
CC(C)C(c1nnnn1C1CCCCC1)N1CCOCC1 (configuration not stated) | 4 | 108
CCCc1[nH]nc2c1C(C1CCCCC1)C(C#N)=C(N)O2 (configuration not stated) | 3&1 | 103
Cc1ccc2c(c1)c1ncnc(N3CCN(c4ccccc4)CC3)c1n2C | -5 | 262
O=C(Nc1cc(F)c(F)cc1Cl)OCc1cccc([N+](=O)[O-])c1 | 0 | .
COc1ccccc1NC1=NC2(CCCCC2)N=C(N)N1 | 0 | .
Cc1c(-c2ccc(F)cc2)[n+](=O)c2c(n1[O-])CCC2 | 104* | .
O=C(N/N=C/c1c[nH]c2ccccc12)c1cc(C23CC4CC(CC(C4)C2)C3)[nH]n1 | -1 | .
Nc1nc(Nc2ccccc2)nc(NCc2ccccc2)c1[N+](=O)[O-] | -3 | .
CC(=O)NS(=O)(=O)c1ccc(NC(=O)c2ccc([N+](=O)[O-])cc2Cl)cc1 | 2 | .
N#CC1=C(N)Oc2cc(O)ccc2C1C1CCCCC1 (configuration not stated) | 7&4 | 102

Printed as active in BAP1 inh, of those listed so far:
structure | HePTP inh | BAP1 inh
CC(C)c1cc(Nc2cccc(O)c2)cc(C(C)C)c1O | 5&0 | 34*

The results go on:
structure | HePTP inh | BAP1 inh
Cc1cc(NS(=O)(=O)c2ccc(NC(=O)Nc3cccc(Cl)c3)cc2)no1 | 8 | 94
Cc1ccccc1N1C(=O)c2cccc3c(C(=O)O)ccc(c23)C1=O | -1 | .
CN1CCN(C(=O)c2cc3c(n(-c4ccccc4)c2=O)CC(C)(C)CC3=O)CC1 | 0 | 103
C=C1C(C(=O)N2CCOCC2)C1C(=O)N1CCOCC1 (configuration not stated) | 9 | 102

Reformatted with two lines to a compound: 4 of the compounds above
Below each SMILES: HePTP inh	BAP1 inh
Cc1ccccc1N1C(=O)c2cccc3c(C(=O)O)ccc(c23)C1=O
  -1	.
CN1CCN(C(=O)c2cc3c(n(-c4ccccc4)c2=O)CC(C)(C)CC3=O)CC1
  0	103
Cc1cc(NS(=O)(=O)c2ccc(NC(=O)Nc3cccc(Cl)c3)cc2)no1
  8	94
C=C1C(C(=O)N2CCOCC2)C1C(=O)N1CCOCC1 (configuration not stated)
  9	102

Given as labelled records: part of the list above
Compound: Cc1cc(NS(=O)(=O)c2ccc(NC(=O)Nc3cccc(Cl)c3)cc2)no1
  HePTP inh: 8
  BAP1 inh: 94

Compound: C=C1C(C(=O)N2CCOCC2)C1C(=O)N1CCOCC1 (configuration not stated)
  HePTP inh: 9
  BAP1 inh: 102

Screening data: PubChem, several laboratories
